PLAP inhibitors HTS: PLAP enzyme inhibitors, biochemical, luminescence, HTS (AID 690); Alkaline phosphatase, placental type (Homo sapiens); purified PLAP, luminescent substrate; higher % means a stronger effect; one-dose inhibition, % at 20 µM; IC50 in µM for titrated hits; 96,000 tested, 0.08% active; in the data active = a potency from the dose series; inactive = the rest, 99 in 100 with inhibition below about 30%; also: strong numbers were not always called active
Bcl-B displacement: displacers of TR3 peptide from Bcl-B, primary screen, selectivity assay for Bfl-1 inhibitor project, biochemical, fluorescence polarization; FP displacement of FITC-TR3 peptide from Bcl-B; higher % means a stronger effect; displacement, % at 20 µM, or IC50 in µM where a hit was titrated; 96,000 tested, 0.11% active; AID 748, 2007;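 active = displacement above 50% at 20 µM plus a fluorescence interference ratio under 1.5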;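 also: plate controls were wells without compound for no effect and wells lacking Bcl-B protein for full effect; a part of the inactive calls stands beside numbers as strong as those of hits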
NFkB transloc inh: inhibitors of IL-1B driven NFkB p65 nuclear import, primary screen, imaging, HUVEC, IL-1B stimulus, high-content imaging; HUVEC IL-1B NFkB p65 nuclear translocation imaging; inhibition, % at 2 µM; 94,000 tested, 0.43% active; AID 796, 2007;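 active = inhibition above about 30% together with a positive call from visual inspection of the well image, limit read from the data; inconclusive = inhibition above a set limit but visual check negative; inactive = inhibition not above a set limit, visual check negative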;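 also: nuclear over cytoplasmic p65 intensity ratio measured by imaging; 0% = IL-1B stimulated DMSO wells and 100% = unstimulated DMSO wells; values of inactives mirror those of a sister screen read the other way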
MRP resist rev: reversal of MRP1-mediated doxorubicin resistance, primary screen, H69AR cells, doxorubicin co-treatment; H69AR cells + 2 uM doxorubicin, CellTiter-Glo, 72 h; differential viability (reversal), % at 10 µM; 85,000 tested, 0.04% active; AID 602, 2007;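 active = viability drop by adding the cancer drug above about 55%, with treated viability meeting a 40% cutoff, limit read from the data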;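 also: viability without doxorubicin minus viability with 2 µM doxorubicin for each compound; larger differential means the compound sensitizes cells more to doxorubicin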
IL1B NFkB pot: enhancers of NFkB p65 translocation in HUVEC – imaging, IL-1B stimulus, high-content imaging, primary screen; HUVEC IL-1B NFkB p65 nuclear translocation imaging; activation, % at 2 µM; 94,000 tested, 0.3% active;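 active = activation above 40%, about the mean plus 3 SD, also judged a hit on visual image review; inconclusive = activation above 40% but not a hit on visual review; inactive = activation not above 40% and no visual hit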;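 also: percent activation is computed from the nuclear over cytoplasmic p65 intensity ratio; values of inactives mirror those of a sister screen read the other way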
MRP resist rev cytotoxicity: second read-out of MRP resist rev, no call of its own (marks repeat the call); viability, %; H69AR cells, CellTiter-Glo, 72 h; measured here: cytotoxicity without doxorubicin
MRP resist rev with doxorubicin: also measured in MRP resist rev; calls as there; viability, %; measured here: viability with 2 uM doxorubicin; active compounds read low
NFkB transloc inh cell count 2 µM: second read-out of NFkB transloc inh, no call of its own (marks repeat the call); cell count; measured here: cells passing quality filter;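 raw number of nuclei counted in each imaged well without normalization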
IL1B NFkB pot cell count 2 µM: second read-out of IL1B NFkB pot, no call of its own (marks repeat the call); cell count; measured here: cells passing quality filter
Numbers without * were called inactive; ? = inconclusive; / = not tested or not shown. An excerpt; the hit share may differ from the screen's.

SMILES	PLAP inhibitors HTS	Bcl-B displacement	NFkB transloc inh	NFkB transloc inh cell count 2 µM	MRP resist rev	MRP resist rev cytotoxicity	MRP resist rev with doxorubicin	IL1B NFkB pot	IL1B NFkB pot cell count 2 µM
Cc1ccc(C)c(N2CCN(C(=O)CC3Sc4ccccc4NC3=O)CC2)c1 (stereo not given)	-9%	6%	5	21	-21	44	65	-5	21
CCOC(=O)C1=C(C)Nc2ccccc2N=C1NC(=O)c1cccc(S(=O)(=O)N(C)C)c1	-28%	5%	-5	107	7	93	86	5	107
COc1ccc(-c2cc(-c3ccccc3O)[nH]n2)cc1	-41%	-15%	2	179	-22	13	35	-2	179
CCCCC(=O)Nc1ccc(N2CCN(S(C)(=O)=O)CC2)cc1	1%	-3%	1	149	-1	98	99	-1	149
O=C(CN1C(=O)NC(Cc2ccccc2)C1=O)Nc1ccccc1 (stereo not given)	21%	2%	-24	160	6	85	80	24	160
CCOC(=O)c1[nH]c2cc3c(cc2c1NC(=O)CN1CCC2(CC1)OCCO2)OCO3	0%	3%	15	98	/	/	/	-15	98
Cn1c(C(=O)NCCCN2CCN(c3ccccc3F)CC2)cc2c(=O)[nH]c3ccccc3c21	-2%	2%	3	167	-2	59	60	-3	167
COCCCN1C(=O)c2ccc(C(=O)Nc3cccc(OC)c3)cc2C1=O	-1%	2%	2	143	-10	89	100	-2	143
COC(=O)Cc1c(C)nc2nc(NCc3cccc([N+](=O)[O-])c3)[nH]n2c1=O	-11%	10%	16	182	4	102	98	-16	182
CNc1nnc(-c2ccncc2)s1	20%	-7%	2	145	6	93	87	-2	145
CCCc1cc(=O)[nH]c(SCC(=O)N(C)C2CCS(=O)(=O)C2)n1 (stereo not given)	2%	1%	-14	205	6	95	89	14	205
Clc1ccc2c(c1)C1=C(C(c3ccncc3)O2)C(c2ccc(Br)cc2)n2ncnc2N1 (stereo not given)	-7%	-5%	-12	161	16	79	63	12	161
COC(=O)c1cnn2c3c(c(C)nc12)CCCC3	-12%	3%	-1	133	3	89	86	1	133
COc1ccc(-c2cc(N)n(S(=O)(=O)c3ccc(C)cc3)n2)c(OC)c1	13%	-5%	7	172	-3	86	90	-7	172
Cc1ccc2c(C(=O)CN3CCCCC3CCO)c(C)[nH]c2c1 (stereo not given)	-63%	-19%	-17	97	19	82	63	17	97
CO/N=C/NC(=O)N1OC[C@@H]2COc3ccc4ccccc4c3[C@@H]21	-36%	5%	/	/	8	96	87	/	/
CCc1ccc2[nH]c(=O)c(CN(CCCN3CCOCC3)C(=O)Nc3ccc(F)cc3)cc2c1	-75%	0%	0	132	-11	34	45	0	132
Cn1ccnc1SCC(=O)Nc1ccc2c(c1)COC2=O	/	/	-19	111	1	90	89	19	111
O=C1CC(N2CCN(C(c3ccccc3)c3ccccc3)CC2)C(=O)N1 (stereo not given)	-67%	-1%	-46	176	6	96	89	?	/
CCc1ccc2[nH]c(O)c(N=Nc3nc(-c4ccccc4)cs3)c2c1	23%	-62%	7	150	/	/	/	-7	150
O=S(=O)(c1ccccc1)N1CCN(c2nc3ccccc3s2)CC1	4%	7%	-15	184	1	85	84	15	184
Cc1ccc(C(=O)NCc2ccc(Cl)c(Cl)c2)o1	14%	-7%	-15	98	1	100	99	15	98
CCN(CC)c1ccc2cc(C(=O)Nc3cccnc3N3CCOCC3)c(=O)oc2c1	0%	-71%	/	/	-22	21	44	/	/
Cc1ccc(NC(=O)CCC(=O)NNC(=O)Cc2ccccc2)cc1C	-50%	-7%	-10	152	/	/	/	9	152
Cc1ccc(S(=O)(=O)NC(CC(=O)NCc2ccco2)c2ccco2)cc1 (stereo not given)	-36%	4%	-6	64	12	92	81	8	64

Reformatted with two lines to a compound: two of the compounds above
Every second line gives: PLAP inhibitors HTS	Bcl-B displacement	NFkB transloc inh	NFkB transloc inh cell count 2 µM	MRP resist rev	MRP resist rev cytotoxicity	MRP resist rev with doxorubicin	IL1B NFkB pot	IL1B NFkB pot cell count 2 µM
> Cc1ccc(C)c(N2CCN(C(=O)CC3Sc4ccccc4NC3=O)CC2)c1 (stereo not given)
  -9%	6%	5	21	-21	44	65	-5	21
> CCOC(=O)C1=C(C)Nc2ccccc2N=C1NC(=O)c1cccc(S(=O)(=O)N(C)C)c1
  -28%	5%	-5	107	7	93	86	5	107

(cont.)
SMILES	PLAP inhibitors HTS	Bcl-B displacement	NFkB transloc inh	NFkB transloc inh cell count 2 µM	MRP resist rev	MRP resist rev cytotoxicity	MRP resist rev with doxorubicin	IL1B NFkB pot	IL1B NFkB pot cell count 2 µM
COc1ccc(S(=O)(=O)Nc2cc3c4c(oc3c3ccccc23)CC(C)(C)CC4=O)cc1	2%	-5%	-1	154	-51	15	66	1	154
CCCCOC(=O)Nc1nc(CC(=O)OCC)cs1	4%	-2%	-9	139	11	93	82	9	139
CN1OC2C(=O)N(c3ccccc3)C(=O)C2C1c1ccc(F)cc1 (stereo not given)	-13%	-13%	-2	172	/	/	/	1	172
Cc1ccc(CSc2nncn2-c2ccccn2)cc1	/	/	0	137	0	98	99	0	137
COC(=O)C(C)N(C(=O)c1ccc(Cl)cc1)c1c(C)cccc1C (stereo not given)	-38%	7%	-21	166	21	90	69	21	166
COC(=O)c1ccc(NC(=O)CCN2CCN(c3ccccc3)CC2)cc1	-2%	-10%	-12	99	13	108	95	12	99
COC(=O)c1ccccc1N(Cc1ccccc1)S(C)(=O)=O	-20%	0%	6	117	9	91	81	-6	117
CCOC(=O)COc1c(OC)cc(Cl)cc1C1Nc2ccccc2C(=O)N1c1ccccc1 (stereo not given)	-40%	-12%	5	170	/	/	/	-5	170
COCCCNC(=O)c1ccc(CNS(=O)(=O)c2ccc(NC(C)=O)cc2)cc1	/	-5%	5	145	11	100	88	-5	145
Nc1c(S(=O)(=O)c2cccs2)c2nc3ccccc3nc2n1Cc1ccc2c(c1)OCO2	1%	15%	-1	111	-13	89	101	1	111
COc1cccc(/C=N/Nc2nc(N3CCCC3)nc(N3CCCC3)n2)c1O	-67%	6%	6	150	-16	40	56	-7	150
CCNc1cc2n(c(=O)n1)CCc1cc(OC)c(OC)cc1-2	13%	-2%	2	156	11	96	85	-2	156
COc1ccc2nc(N3CCCC(O)C3)c(C#N)cc2c1 (stereo not given)	-79%	103%	-1	213	10	99	89	1	213
O=S(=O)(NCc1ccccn1)c1ccccc1	-33%	17%	-14	140	-1	93	94	14	140
Cc1cc(C)cc(NC(=O)CCN2CC(C)OC(C)C2)c1 (stereo not given)	2%	4%	-14	125	8	91	83	15	125
CCC(C)NC(=O)Cn1cccc1C(=O)c1ccccc1 (stereo not given)	0%	-13%	4	96	-12	91	103	-5	96
CCCCNCCOCCOc1ccc(C)cc1[N+](=O)[O-]	4%	-17%	5	157	/	/	/	-5	157
O=C(Nc1ccccc1C(=O)N/N=C/c1ccc(F)cc1)c1ccccc1Br	-24%	0%	11	119	/	/	/	-11	119
CCCC(=O)Nc1ccc(-c2nc3cc(C)c(C)cc3o2)cc1	0%	-2%	-21	161	-11	91	102	21	161
CCOc1ccc(C2C(C(=O)C3CC3)N3C=C(C#N)C=CC3C2(C#N)C#N)cc1 (stereo not given)	-12%	-111%	-1	181	/	/	/	1	181
Cc1csc(NC(=O)c2cc(C)oc2C)n1	4%	-23%	2	145	5	84	79	-1	145
CCOc1cc(CNC(C)(C)CO)cc(Br)c1OCc1ccc(Cl)cc1Cl	-35%	-2%	5	93	/	/	/	-5	93
COc1ccc(S(=O)(=O)N2c3cc(C)ccc3OCC2C(C)(C)C)cc1 (stereo not given)	16%	5%	4	124	/	/	/	-4	124
c1ccc2c(c1)Cn1c-2nc2ccccc21	-46%	-5%	0	183	1	97	96	0	183
CCCCCOC(=O)C1=C(C)Nc2nnnn2C1c1ccc(OC)c(OC)c1OC (stereo not given)	-42%	1%	-8	136	8	85	77	8	136

Gathered by group, those above containing two or more sulfur atoms.
SMILES	PLAP inhibitors HTS	Bcl-B displacement	NFkB transloc inh	NFkB transloc inh cell count 2 µM	MRP resist rev	MRP resist rev cytotoxicity	MRP resist rev with doxorubicin	IL1B NFkB pot	IL1B NFkB pot cell count 2 µM
CCCc1cc(=O)[nH]c(SCC(=O)N(C)C2CCS(=O)(=O)C2)n1 (stereo not given)	2%	1%	-14	205	6	95	89	14	205
O=S(=O)(c1ccccc1)N1CCN(c2nc3ccccc3s2)CC1	4%	7%	-15	184	1	85	84	15	184
Nc1c(S(=O)(=O)c2cccs2)c2nc3ccccc3nc2n1Cc1ccc2c(c1)OCO2	1%	15%	-1	111	-13	89	101	1	111

The listing continues:
SMILES	PLAP inhibitors HTS	Bcl-B displacement	NFkB transloc inh	NFkB transloc inh cell count 2 µM	MRP resist rev	MRP resist rev cytotoxicity	MRP resist rev with doxorubicin	IL1B NFkB pot	IL1B NFkB pot cell count 2 µM
O=C(CSc1nc(-c2ccccc2)c(-c2ccccc2)o1)Nc1nncs1	-16%	-6%	-3	153	/	/	/	3	153
CC(C)=CC(=O)Nc1ccccc1C(N)=O	-3%	-9%	8	184	-3	93	96	-8	184
N/C(COc1ccccc1)=N\NS(=O)(=O)c1ccccc1	16%	-6%	2	153	/	/	/	-2	153
CCc1ccc(CNc2ccc3c(c2)ncn3C)cc1	-9%	-10%	0	104	-12	87	99	0	104
CCn1c(SCC(=O)Nc2nccs2)nnc1-c1ccccc1	4%	-1%	2	134	7	100	92	-2	134
Cc1ccc(O)c(CC(C)C)n1	6%	-5%	8	155	-3	90	93	-8	155
O=C(NC1CCCC1)C(c1ccccn1)N(C(=O)c1csnn1)C1CCCCC1 (stereo not given)	/	/	-6	144	13	95	81	6	144
Cc1ccc(NC(=O)N2CCC(O)(c3ccc(Cl)cc3)CC2)cc1	6%	0%	-20	190	-6	79	85	20	190
O=C(Nc1cccc(C(F)(F)F)c1)C1CCCN1S(=O)(=O)c1cccc2cccnc12 (stereo not given)	-41%	-2%	-1	138	2	76	74	1	138
Cc1cccc(NC(=O)CCS(=O)(=O)c2cccc3nsnc23)c1C	-2%	-52%	-1	142	16	104	88	1	142
COc1ccc(C2N(C(=O)c3ccccc3)CCN2C(=O)c2ccccc2)cc1	-54%	-1%	4	121	27	89	62	-4	121
COC(=O)C1C2C=CC3(CN(c4cccc(C)c4)C(=O)C13)O2 (stereo not given)	-25%	21%	8	114	-6	104	110	-8	114

Entries of single compounds from above. Order of screens: PLAP inhibitors HTS | Bcl-B displacement | NFkB transloc inh | NFkB transloc inh cell count 2 µM | MRP resist rev | MRP resist rev cytotoxicity | MRP resist rev with doxorubicin | IL1B NFkB pot | IL1B NFkB pot cell count 2 µM
Record of COC(=O)C1C2C=CC3(CN(c4cccc(C)c4)C(=O)C13)O2 (stereo not given) → -25% | 21% | 8 | 114 | -6 | 104 | 110 | -8 | 114
Record of CC(C)=CC(=O)Nc1ccccc1C(N)=O → -3% | -9% | 8 | 184 | -3 | 93 | 96 | -8 | 184
Record of Cc1ccc(O)c(CC(C)C)n1 → 6% | -5% | 8 | 155 | -3 | 90 | 93 | -8 | 155
Record of COc1ccc(C2N(C(=O)c3ccccc3)CCN2C(=O)c2ccccc2)cc1 → -54% | -1% | 4 | 121 | 27 | 89 | 62 | -4 | 121

Assay outcomes (PubChem BioAssay)
